Screening data (PubChem)
CHRM1 agonist = human M1 muscarinic receptor agonists, primary screen, Fluo-8 calcium fluorescence, CHO-K1 cells, HTS. activation, % at 3 µM. CHO-K1 hM1, agonist mode; 0% DMSO, 100% acetylcholine EC100. 360,000 compounds, 0.33% hits;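 active = activation above the run's mean compound activation plus 3 SD, cut at about 16% in these data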;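 note: peak over basal fluorescence ratio within a 140 s kinetic read after compound addition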
Target sequence (P11229 whole entry, looked up): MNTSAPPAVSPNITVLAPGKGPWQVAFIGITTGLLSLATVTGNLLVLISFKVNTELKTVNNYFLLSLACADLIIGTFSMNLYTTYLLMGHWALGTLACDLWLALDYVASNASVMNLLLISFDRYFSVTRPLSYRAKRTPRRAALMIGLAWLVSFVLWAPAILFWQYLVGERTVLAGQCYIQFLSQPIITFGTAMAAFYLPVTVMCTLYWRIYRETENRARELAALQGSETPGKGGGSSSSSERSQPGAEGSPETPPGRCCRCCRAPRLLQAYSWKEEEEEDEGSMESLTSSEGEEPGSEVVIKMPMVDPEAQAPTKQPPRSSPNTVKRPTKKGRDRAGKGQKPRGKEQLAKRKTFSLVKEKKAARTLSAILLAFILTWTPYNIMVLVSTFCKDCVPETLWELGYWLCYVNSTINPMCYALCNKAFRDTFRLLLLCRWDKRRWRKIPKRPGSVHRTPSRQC
M1 PAM parental = nonselective calcium activators in parental CHO-K1 cells, primary screen, counter-screen for M1 PAM project, cell-based, Fluo-8 calcium fluorescence, full deck, 1536-well | ATP EC20; 0% at ATP EC20, 100% at ATP max | activation, % at 3 µM | 360,000 compounds, 0.02% hits | AID 602247, 2012;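 active = activation above the run cutoff, the mean activation of all test compounds plus 3 SD, cut at about 40% in these data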;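 note: peak over basal fluorescence ratio in a 140 s read after ATP addition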
TAAR1 agonist = human TAAR1 agonists, primary screen, Fluo-8 calcium fluorescence, CHO RD-HGA16 cells. vehicle wells 0%, saturating PEA agonist 100%. activation, % at 3 µM. 360,000 compounds, 0.99% hits. AID 624467, 2012;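 active = activation above the mean activation of all test compounds in the run plus 3 SD, cut at about 38% in these data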
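Signal – calcium-sensitive Fluo-8 signal, excitation 470-495, emission 515-575 nm · System – RD-HGA16 (CHO) cells co-expressing Gα16 and hTAAR1 · Incubation – 17-24 h seeding, 75 min 37 °C dye, 30 min RT · Compound dosing – 3 µM single concentration · Repeats – no replicates (n 1)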
M1 ag parental = counter-screen for M1 agonists: effect in parental CHO-K1 cells; Fluo-8 calcium fluorescence; scaled to maximal ATP response, vehicle zero; activation, % at 3 µM; 360,000 compounds, 0.48% hits; AID 602248, 2012; in the data active = activation above about 15%;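 note: untransfected CHO-K1 host cells lacking M1 receptor as counterscreen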
TAAR1 antagonist = human TAAR1 antagonists, primary screen, Fluo-8 calcium fluorescence, CHO RD-HGA16 cells. antagonist. inhibition, % at 3 µM. 360,000 compounds, 1.5% hits;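 active = inhibition above a per-plate cutoff, the mean inhibition of test compounds on that plate plus 3 SD, cut at about 49% in these data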;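 note: 0% = DMSO plus EC80 beta-PEA response and 100% = DMSO alone without agonist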
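Assay system: RD-HGA16 CHO cells with stable hTAAR1 and Gα16 / Reagent: EC80 β-phenethylamine stimulus / Doses: 3 µM, single point / Timing: dye loading 75 min at 37 °C, then 30 min room temperature / Measured by: Fluo-8 intracellular calcium dye fluorescence, real-time kinetic reads / Controls: vehicle wells and EC80 agonist wells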
OXTR potentiator = human OXTR potentiators, primary screen, fluorescence, CHO-OTR cells, Fluo-8 calcium; AID 2445, 2010; 320,000 compounds, 0.061% hits; activation, % at 3 µM; Oxytocin receptor (Homo sapiens), P30559; Fluo-8 calcium fluorescence, potentiator mode; 0% = oxytocin EC15, 100% = EC100;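 active = activation above that plate's cutoff, the mean activation of tested compounds plus 3 SD, cut at about 6.6% in these data, passing the limit was not always enough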;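 note: 100% uses oxytocin at 75 nM as the full agonist control; some results filed as inactive read as strong as hits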
Target sequence (P30559 whole entry, looked up): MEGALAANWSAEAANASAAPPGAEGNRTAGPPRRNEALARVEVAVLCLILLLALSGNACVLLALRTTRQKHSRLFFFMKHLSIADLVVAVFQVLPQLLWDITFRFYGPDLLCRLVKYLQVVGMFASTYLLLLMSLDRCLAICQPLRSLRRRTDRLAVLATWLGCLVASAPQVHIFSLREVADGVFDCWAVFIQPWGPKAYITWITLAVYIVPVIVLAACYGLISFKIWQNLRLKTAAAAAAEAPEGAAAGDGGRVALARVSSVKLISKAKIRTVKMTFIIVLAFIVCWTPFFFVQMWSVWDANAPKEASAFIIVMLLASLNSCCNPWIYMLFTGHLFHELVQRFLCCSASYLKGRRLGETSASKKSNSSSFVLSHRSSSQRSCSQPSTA
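Replication – single well per compound, singlicate · Assay system – CHO cell line stably expressing human OTR · Timing – 6 min pre-incubation, 100 s read · Measure – normalized max/min fluorescence ratio, % activation · Doses – 3.0 µM, one dose · Detection – Fluo-8 calcium dye fluorescence · Probe or stimulus – oxytocin near EC15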
V1aR counter = agonists of human V1a receptor, primary screen, counter-screen for OXTR agonist project, fluorescence, CHO-V1R cells; Fluo-8 calcium fluorescence, agonist mode; 0% DMSO, 100% 3 nM vasopressin; activation, % at 3 µM; 320,000 compounds, 0.25% hits; AID 2797, 2010;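 active = activation above the mean activation of all tested compounds plus 3 SD, per screening run, cut at about 20% in these data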;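 note: signal is peak over basal fluorescence ratio across a 100 second FLIPR read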
CHO-K1 Ca antag = counter-screen for M1 antagonists: effect in parental CHO-K1 cells; 360,000 compounds, 0.6% hits; inhibition, % at 3 µM; ATP-induced calcium, Fluo-8 fluorescence; AID 602250;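 active = inhibition above a per-plate cutoff, the plate's mean sample inhibition plus 3 SD, cut at about 24% in these data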;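 note: 0% = DMSO plus EC80 ATP and 100% = DMSO alone without ATP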
CHO parental Ca = ATP-evoked calcium signal inhibitors, parental CHO, primary screen, counter-screen for OX1R antagonist project, cell-based, fluorescence, Fluo-8 calcium dye. parental CHO-K1, ATP-induced calcium, Fluo-8 fluorescence. inhibition, % at 5.6 µM. 330,000 compounds, 0.63% hits. AID 463079, 2010;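 active = inhibition above that plate's mean sample inhibition plus 3 SD, cut at about 26% in these data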;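 note: 0% = ATP-challenged DMSO wells and 100% = DMSO wells without ATP; some compounds past the cut are filed as inactive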
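Test system: parental CHO cells; detection: calcium-sensitive Fluo-8 fluorescence; evaluation: percent inhibition of calcium signal; also added: ATP as calcium-mobilizing challenge; repeats: one well per compound; control set: ATP-challenged DMSO wells low, unchallenged DMSO wells high; compound: single nominal dose of 5.6 µM per compound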
Active calls of the source: *; · = not tested or not shown.

SMILES	CHRM1 agonist	M1 PAM parental	TAAR1 agonist	M1 ag parental	TAAR1 antagonist	OXTR potentiator	V1aR counter	CHO-K1 Ca antag	CHO parental Ca
O=C(c1ccco1)N1CCN(C(=O)c2ccccc2OC(=O)C23CC4CC(CC(C4)C2)C3)CC1	-1.1	12.0	7.3	2.5	-7.8	·	·	-4.5	·
CC(C)(C)c1ccc(OCC(=O)NCCN2CCCC2)cc1	-5.0	15.9	13.3	0.4	-5.9	-1.5	1.0	-3.0	-25.4
O=C(O)/C(=C\c1ccc(C(F)(F)F)cc1)c1ccc(S(=O)(=O)N2CCCC2)s1	-1.5	10.6	-0.3	0.2	3.8	-3.4	0.1	-16.9	-2.4
CCCN1CCN(S(=O)(=O)c2ccc(-n3cnnn3)cc2)CC1	-6.7	9.7	2.8	1.2	2.5	-2.0	0.6	-11.2	-3.8
CC(C)c1ccc(S(=O)(=O)N2CCC(C(=O)NCc3ccco3)CC2)cc1	-0.4	-5.2	1.6	0.8	-13.0	·	·	-2.6	·
CCCCCC(=O)N1C[C@@H](O)[C@H](n2cc(-c3ccc(F)cc3)nn2)C[C@@H]1c1ccccc1	-5.9	10.2	0.3	0.3	-20.4	·	·	5.1	·
Cc1ccccc1NC(=O)CN1C(=O)c2ccccc2C1=O	-1.6	13.9	2.3	-0.3	-0.6	-18.5	0.6	-6.1	1.8
Fc1ccc(Sc2nc(-c3ccccc3)nnc2C(F)(F)F)cc1	-3.0	10.1	7.6	0.2	-35.4	-11.0	-0.5	-3.1	-10.6
O=C(Nc1cccc2ncccc12)c1ccc(-c2ccc(Br)cc2)o1	-0.7	8.7	11.9	2.9	12.7	-10.2	2.7	-13.6	-32.8
COc1ccc(S(=O)(=O)N2CCOCC2)cc1NC(=O)CSc1nnc(NC2CC2)s1	-3.7	10.9	2.2	0.6	-25.4	-9.5	-0.8	-2.4	-13.4
O=C(NCC1CCCCC1)C1(CC2CC(c3ccc(Cl)cc3)=NO2)CCNCC1 (centres undefined)	-8.8	5.0	13.0	-0.2	-7.0	-4.4	-0.9	-12.1	-17.3
CCOc1ccc(CN2CCNC(=O)C2CC(=O)NC2CCCCCC2)cc1 (centres undefined)	-2.4	-4.5	-1.5	0.5	-10.7	-5.6	0.5	-17.2	-20.2
O=C(NC(=S)Nc1ccc(O)cc1)c1cncc(Br)c1	-3.0	8.2	0.9	2.0	-21.0	0.4	2.2	-7.6	-3.6
CSCCC(NC(=O)c1cc(S(=O)(=O)N2CCOCC2)ccc1C)c1nc2ccccc2[nH]1 (centres undefined)	-7.5	10.2	5.7	-0.6	-26.7	·	·	-9.9	·
COc1ccc(OC)c(NC(=O)CSc2nnc(-c3ccco3)n2-c2ccccc2)c1	-1.4	-0.2	5.4	0.1	8.8	1.8	-0.1	-18.2	-20.2
COc1ccccc1CC(=O)Nc1sc2c(c1C(N)=O)CCCC2	6.3	-5.6	6.3	-0.2	-5.7	-4.1	-0.3	-6.9	-0.3
O=C(Cn1nnc2ccccc2c1=O)N1CCCc2ccccc21	-2.9	7.2	11.0	0.3	18.9	-1.6	-0.8	-32.5	-20.1
O=C(c1cccc(Oc2ccc([N+](=O)[O-])cc2Cl)c1)N1CCCCC1	-7.7	16.8	1.8	2.4	17.1	-17.1	3.0	1.0	-3.3
CC(=O)Nc1c(Cl)c2c(c(Cl)c1Br)-c1ccc(Cl)cc1C2	-2.0	19.1	-0.3	0.6	5.8	·	·	-7.6	·
c1ccc(CN2CCC3(CCCc4ccccc43)CC2)cc1	-5.5	8.6	1.6	2.1	-15.0	0.5	2.8	4.1	-31.8
CC(=O)Nc1ccc(CN2CCCC(CO)(Cc3cccc(Cl)c3)C2)cc1 (centres undefined)	-7.1	23.2	3.5	1.2	-13.5	-3.5	1.4	-12.6	-16.6
CCCCn1c(N)c(N(CC)C(=O)c2cc(CC)c(C)s2)c(=O)[nH]c1=O	-1.8	-9.4	1.0	0.1	-40.9	-1.2	0.4	5.8	-6.6
O=C1CCC(CCC(=O)N2CCCC(C(=O)c3ccc(Cl)cc3)C2)=NN1 (centres undefined)	-6.4	7.4	-0.6	0.5	-19.3	5.9	0.2	-8.4	-8.1
O=C(CCc1nc2ccccc2c(=O)[nH]1)Nc1ccc(F)cc1	-3.9	29.4	2.5	1.0	1.6	1.8	0.7	-17.3	-7.5
O=C(CSc1nc2ccccc2nc1N1CCCC1)Nc1ccc(F)cc1	-5.4	14.9	-1.7	0.5	-13.1	-4.5	0.2	-14.9	-6.8
CCCCNc1c([N+](=O)[O-])cc(C)cc1[N+](=O)[O-]	-10.7	22.2	4.9	0.8	7.2	10.2	-0.6	-26.0	-19.3
Nc1c(SCCC(=O)O)ccc2c1C(=O)c1ccccc1C2=O	-1.3	1.8	5.8	2.3	12.5	-18.9	13.9	-4.6	11.7
N#Cc1ccc(C(=O)Nc2nnc(-c3cccs3)o2)cc1	-1.1	8.8	0.8	0.1	4.3	-4.3	0.1	-5.1	1.1
CCOC(=O)c1ccc(NC(=O)NC2CC3CCC(C2)N3)cc1 (centres undefined)	-5.8	29.8	3.1	1.7	21.7	4.6	-0.2	-30.9	-5.1
COc1cccc(Oc2ccc(C(F)(F)F)cc2N)c1	-9.8	-5.2	1.3	-0.5	10.5	-6.5	-0.7	4.3	-2.4

Some of the entries so far, with two lines to a compound.
Value order: CHRM1 agonist, M1 PAM parental, TAAR1 agonist, M1 ag parental, TAAR1 antagonist, OXTR potentiator, V1aR counter, CHO-K1 Ca antag, CHO parental Ca
> CCOC(=O)c1ccc(NC(=O)NC2CC3CCC(C2)N3)cc1 (centres undefined)
→ -5.8, 29.8, 3.1, 1.7, 21.7, 4.6, -0.2, -30.9, -5.1
> COc1cccc(Oc2ccc(C(F)(F)F)cc2N)c1
→ -9.8, -5.2, 1.3, -0.5, 10.5, -6.5, -0.7, 4.3, -2.4

(list continues)
SMILES	CHRM1 agonist	M1 PAM parental	TAAR1 agonist	M1 ag parental	TAAR1 antagonist	OXTR potentiator	V1aR counter	CHO-K1 Ca antag	CHO parental Ca
Cc1c(C)n(CCCN(C)C)c2ncnc(NC3CCCCC3)c12	-10.4	-3.6	1.7	1.4	-9.7	-8.0	7.2	-7.0	-8.7
COc1cc(/C=C2\SC(=N)N(c3ccc(F)cc3)C2=O)ccc1O	-4.6	8.3	13.0	3.5	25.4	-20.1	3.0	-0.3	-10.0
Cn1c(SCC(=O)c2ccccc2)nc2cccnc21	-3.5	12.3	4.8	1.5	6.0	-2.0	0.9	-13.3	-7.8
COc1ccc(C2=Nn3c(nnc3-c3ccncc3)SC2)cc1	-3.7	18.9	2.2	0.8	-0.8	-1.9	0.3	-7.7	0.9
C=CCOC(=O)C1=C(C)NC(=S)NC1c1cccs1 (centres undefined)	-1.4	-8.7	5.9	0.2	-15.5	6.9	-0.1	2.6	-0.3
Cc1ccc(N2C(=O)CC(NCC3CCCO3)C2=O)cc1 (centres undefined)	-1.5	18.9	4.1	0.7	1.9	-17.8	3.1	-24.1	-14.8
COc1ccc(NC(=S)N/N=C/c2ccc(F)cc2)cc1OC	-6.0	-0.5	7.2	0.0	13.9	-3.7	-0.7	-5.5	-17.0
O=C(Cn1cnc2c(nnn2Cc2ccccc2F)c1=O)OCc1ccccc1	2.6	-11.1	13.6	7.1	46.2	-8.5	5.7	3.0	79.5*
NC(=O)C1CCN(c2cc(Cl)nc(N)n2)CC1	-7.4	17.0	4.6	1.3	11.4	-4.3	1.4	-6.6	-7.1
CC1CC/C(=C\c2ccc3c(c2)OCO3)C(=O)/C1=C/c1ccc2c(c1)OCO2 (centres undefined)	-0.6	6.3	2.3	0.5	-14.6	-19.6	1.7	4.0	-2.4
C[C@H](CO)N1C[C@H](C)[C@@H](CN(C)Cc2cncnc2)Oc2cc(Br)ccc2S1(=O)=O	-2.6	1.1	4.5	1.7	-12.1	·	·	3.9	·
CCC(=O)N1CCC(C)(C(=O)Nc2ccc(OC)c(OC)c2)C1 (centres undefined)	-0.8	2.6	0.8	0.1	-7.9	·	·	-7.6	·
COc1ccccc1C(=O)COC(=O)CSC(C)C(=O)Nc1cc(C)on1 (centres undefined)	-6.1	-0.8	-0.4	1.5	-8.3	-1.5	0.9	-3.6	-16.4
COc1ccc(O)c(CN2CCN(C/C=C/c3ccccc3)CC2)c1	-8.4	18.8	-0.1	3.1	1.1	-6.2	0.8	-22.0	-13.1
CN1c2ccccc2-c2nc3ccccc3n2C1c1ccncc1 (centres undefined)	-3.7	19.4	12.9	0.9	7.8	-6.5	1.9	-5.7	-21.9
Cc1ccc(Nc2n[nH]c(=S)s2)cc1F	-2.5	-3.5	0.6	0.2	-15.9	·	·	-11.5	·
Cc1ccc(C)n1-c1ccc(C(=O)NN=C2CCCC2)cc1	0.8	5.1	0.3	0.2	-3.1	-4.1	-0.5	-6.4	2.1
O=C(CCC(=O)N1CCCCC1)Nc1ccc(Cl)c(Cl)c1	-0.8	7.5	3.2	1.2	-0.4	-8.0	4.2	2.5	-0.7
COc1ccc(C2=Nn3c(nnc3C(F)(F)F)SC2)cc1	-5.1	17.8	-1.0	0.3	-9.2	0.9	-1.8	-15.5	-16.8
CCOCCCNc1nc(C)nc2c1nnn2Cc1c(F)cccc1Cl	-7.2	23.5	2.4	0.8	-1.1	-1.7	0.3	-14.6	-3.7
Cc1cccc(NC(=S)NNC(=O)c2csc3c2CCCC3)c1	-1.3	2.2	6.2	1.9	8.9	-10.9	5.0	-18.2	-32.4
COC(=O)C(C)(C)ONC(=O)Nc1ccc(C)cc1	-6.5	16.5	-1.4	0.1	10.1	1.8	-0.8	-12.3	-11.8
CC(C)C[C@@H](CN)NC(=O)c1nc[nH]c1C(=O)N[C@@H](C)C(=O)CNC[C@H](CC(C)C)NC(=O)c1nc[nH]c1C(=O)N[C@@H](CC(=O)O)C(=O)O	-1.8	15.1	1.4	0.5	-10.4	·	·	-7.7	·
CN(C)c1nc(-c2ccccc2)ncc1S(=O)(=O)c1ccccc1	-4.0	6.3	6.1	5.3	2.4	-22.2	-1.0	2.4	-19.1
Cc1ccc(NC(=O)CN(C)C(=O)CN2C(=O)NC(C)(c3ccccc3)C2=O)cc1 (centres undefined)	-2.2	18.7	13.2	0.0	11.7	-5.4	0.0	-16.0	6.0
CCOC(=O)c1cccc(NC(=O)c2ccc(NC(=O)C3CCCO3)cc2)c1 (centres undefined)	-2.3	-18.2	4.7	3.7	-2.2	-9.2	2.4	-11.0	4.8
